Compound activity (PubChem)
LmPK inhibitor: inhibitors of Leishmania mexicana pyruvate kinase | Potency, µM (series often up to 57.5 µM), inactives show at the top dose activity change, negative = inhibition, usual class: inhibitors | Q27686 | purified LmPK, Kinase-Glo ATP luminescence, 1 h | actives 0.37% (n = 290,000); further: potency means the concentration at half of the fitted maximal effect; on the % scale 0 is the no-effect control and ±100 the full control effect
Target sequence (Q27686 whole entry, looked up): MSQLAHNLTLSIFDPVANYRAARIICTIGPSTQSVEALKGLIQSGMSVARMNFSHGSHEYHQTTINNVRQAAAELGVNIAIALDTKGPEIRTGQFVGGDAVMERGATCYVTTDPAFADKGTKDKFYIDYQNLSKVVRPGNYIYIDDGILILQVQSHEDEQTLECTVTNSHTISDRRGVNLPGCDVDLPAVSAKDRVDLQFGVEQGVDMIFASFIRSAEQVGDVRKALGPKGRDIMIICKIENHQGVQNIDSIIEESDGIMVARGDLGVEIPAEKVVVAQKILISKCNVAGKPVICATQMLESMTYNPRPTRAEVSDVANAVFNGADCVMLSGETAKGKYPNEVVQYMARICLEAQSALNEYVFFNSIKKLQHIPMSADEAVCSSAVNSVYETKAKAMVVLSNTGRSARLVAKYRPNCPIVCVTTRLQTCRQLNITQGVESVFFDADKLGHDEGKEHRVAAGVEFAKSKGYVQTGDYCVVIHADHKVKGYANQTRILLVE
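Screened at intermediate enzyme activity to detect both inhibitors and activators: LmPK at 0.1 nM, with a 0.5 nM enzyme column as activation reference. PEP 0.5 mM, ADP 0.1 mM; ATP detected by luminescence after 1 h.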
Shiga inhibitor: Shiga toxin inhibition; Vero cells, Shiga toxin protein synthesis inhibition reporter; inhibition, % at 38.7 µM; actives 9.2% (n = 290,000); in the data active means inhibition mostly above about 28%, no sharp cut-off; inactive means mostly below about 43%; further: 0% is about no effect
CHX counter: counter-screen for Shiga toxin inhibitors: cycloheximide protein synthesis inhibition; max response, %; AID 2314; actives 12% (n = 300,000); cell reporter, cycloheximide protein synthesis inhibition counterscreen; in the data active means max response mostly above about 13%, no sharp cut-off; inactive means mostly below about 14%; further: read at 38.3 µM for the half of the compounds with a filed dose; 0% is about no effect
Pf growth 96h: inhibits malaria parasite growth, 96 h; P. falciparum luciferase reporter growth, 96 h; Potency, µM (highest dose often 28.7 µM), for the others: at the top dose activity change, negative = inhibition, actives largely listed as inhibitors; actives 6.9% (n = 320,000); AID 504834; further: potency means the concentration at half of the fitted maximal effect; on the % scale 0 is the no-effect control and ±100 the full control effect
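Cell-based qHTS: luciferase-tagged P. falciparum in erythrocytes (2% hematocrit, 0.05% parasitemia final) incubated with compounds for 96 hours, 37 C, 5% CO2; luciferase detection reagent then added and luminescence measured.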
Pf growth 48h: P. falciparum growth inhibition at 48 hours (one generation). P. falciparum luciferase growth in erythrocytes, 48 h. Potency, µM (titrated, usually from 28.7 µM), for the others: top-dose activity change, negative = inhibition, actives largely listed as inhibitors. actives 5.9% (n = 310,000); further: potency means the concentration at half of the fitted maximal effect; on the % scale 0 is the no-effect control and ±100 the full control effect
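In quantitative HTS format, infected erythrocytes bearing luciferase-reporter parasites were treated for a single generation at 37 C. Luminescence after adding detection reagent served as the growth measure.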
TbPYK inhibitor: T. brucei pyruvate kinase inhibition; AID 624173; Potency, µM (titrated, usually from 76.8 µM), for the others: at the top dose activity, negative = inhibition, actives largely listed as inhibitors; Q57TT1; actives 0.12% (n = 410,000); TbPYK enzyme, Kinase-Glo Plus ATP luminescence, 45 min; further: potency means the concentration at half of the fitted maximal effect; on the % scale 0 is the no-effect control and ±100 the full control effect; nearly all actives have a fitted effect of over 50% in size
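T. brucei PYK with substrate was exposed to pin-transferred compounds across a concentration series, then started with 130 uM ADP (final). After 45 min at room temperature, Kinase-Glo Plus luminescence was read, normalized and curve-fitted.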
AmpC inh no detg: inhibitors of E. coli AmpC beta-lactamase without detergent. P00811. AmpC nitrocefin hydrolysis, absorbance 480 nm, 0.0001% Triton. Potency, µM (highest dose often 57.1 µM), inactives show at the highest dose activity change, negative = inhibition, actives largely listed as inhibitors. actives 0.52% (n = 330,000). AID 485341;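 further: potency means the concentration at half of the fitted maximal effect; plate controls were no compound for no effect and no enzyme for full effect; nearly all actives have a fitted effect of over 20% in size; some results filed as inactive show a strong effect at the top dose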
Target sequence (P00811 whole entry, looked up): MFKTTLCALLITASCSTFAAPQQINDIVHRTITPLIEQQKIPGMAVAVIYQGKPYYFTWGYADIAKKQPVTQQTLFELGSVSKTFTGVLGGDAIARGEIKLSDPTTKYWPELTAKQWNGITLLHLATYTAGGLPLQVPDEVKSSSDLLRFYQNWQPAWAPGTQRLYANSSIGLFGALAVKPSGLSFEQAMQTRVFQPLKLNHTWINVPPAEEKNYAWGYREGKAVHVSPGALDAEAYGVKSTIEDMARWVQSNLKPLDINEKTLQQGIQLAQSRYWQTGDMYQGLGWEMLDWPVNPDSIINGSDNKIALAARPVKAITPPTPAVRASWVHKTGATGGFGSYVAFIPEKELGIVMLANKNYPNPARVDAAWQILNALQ
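AmpC (5.3 nM in the dispensed reagent) in 20 mM phosphate pH 7.0 with 0.01% (detergent screen) or 0.0001% Triton X-100 was preincubated with compounds for 15 min at room temperature. Nitrocefin was then added from an 800 uM solution, and hydrolysis was followed at 480 nm.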
* hit, by the source's call; ? = inconclusive; nt = not tested or not shown; & = joins results of further samples; [ ] = dose if it differs, or a comment. Unless noted, the call rests on the fitted dose curve; in most records, active means well fitted curve in the direction sought with a large enough effect; inconclusive means small, poorly fitted or top-dose-only effect, or another doubt; inactive means no such curve, though single readings can be large; an effect the other way counts as inactive or inconclusive.

SMILES	LmPK inhibitor	Shiga inhibitor	CHX counter	Pf growth 96h	Pf growth 48h	TbPYK inhibitor	AmpC inh no detg
Cc1ccc(NC(=S)NCC(C)C)cc1	0%	40*	35*	22%	21%	-12%	-18%
O=c1[nH]c(CN2CCN(Cc3ccccc3)CC2)nc2scc(-c3ccccc3)c12	2%	12	-1	-11%	?	1%	-4%
CCC(=NCCN1CCNCC1)C1=C(O)CC(C)(C)CC1=O	1%	18	-1	?	-1%	0%	-24%
Cc1cc(C)n(-c2ccc(C(C)C)cc2)c(=O)c1C#N	1%	-9	-1	-13%	-18%	-3%	-9%
c1ccc(C(Cc2nc(-c3cccnc3)no2)c2ccccc2)cc1	-6%	9	-1	?	?	1%	26%
COc1ccc(/C(N)=N/OC(=O)c2ccc3c(c2)OCO3)cc1	-8%	46*	52*	9%	?	-5%	-21%
CCOC(=O)c1ccc2c(c1)C1C=CCC1C(C(=O)O)N2 (stereo not drawn)	-2%	-9	-2	nt	6%	nt	-46%
Nc1nnc(SCc2cccc(C(F)(F)F)c2)s1	4%	18	11*	-27%	29%	0%	-4%
O=C(NCCOc1ccccc1Cl)c1cccc2c1C(=O)c1ccc(Cl)cc1S2(=O)=O	nt	nt	nt	38%[activator]	0%	-10%	-12%
COc1ccc(C(=O)NCCS(=O)(=O)N2CCc3ccccc3C2)cc1	nt	nt	nt	18%	28%	-3%	-19%
COc1cc(CNC(C)C23CC4CC(CC(C4)C2)C3)ccc1OCC(=O)NC(C)(C)C (stereo not drawn)	-2%	4	-4	-1%	10µM*	0%	75%[activator]
O=C(C1CCN(S(=O)(=O)c2cccnc2)CC1)N1CCN(c2ccccc2Cl)CC1	-2%	29	26*	-10%	?	4%	nt
N#Cc1c2n(c3c(N)ncnc13)CCCCC2	3%	13	-1	3%	3%	3%	-11%
CCCNC(=S)Nc1ccc(CC(=O)OC)cc1	0%	-8	4	15%	17%	-5%	-13%
COc1ccc(-n2nc(C(=O)N(C)C)nc2-c2ccccc2)cc1	-6%	-6	-1	9.3µM*	16%	-2%	-1%
CCN(CC)c1ccc(N2C(=O)/C(=C/c3ccccn3)SC2=S)cc1	5%	20	1	20%	10%	-2%	-15%
Cn1nc(C(=O)Nc2ccc(S(=O)(=O)N3CCCCC3)cc2)c2ccccc2c1=O	-1%	-8	9	8.3µM*	?	0%	40%
CC(OC(=O)CN1C(=O)c2ccccc2C1=O)C(=O)NC1CCCC1 (stereo not drawn)	-2%	-5	-2	19%	28%	8%	0%
O=[N+]([O-])c1cccc(C(=Nc2ccccc2Cl)NO)c1	3%	-4	-2	27%	10%	-3%	-34%
Cc1cccc(CCN(C(=O)c2snc(C(N)=O)c2N)C(C(=O)NCC2CCCO2)c2ccc(F)cc2)c1 (stereo not drawn)	0%	2	13	-17%	?	-1%	116%[activator]
CCOc1cc(C=O)ccc1OCCCN1C(=O)NC(C)(C)C1=O	1%	-9	-3	-15%	nt	4%	-4%
COC(=O)c1c(NC(=O)CN(c2ccc(C)c(C)c2)S(C)(=O)=O)sc2c1CCCC2	0%	0	-3	?	?	-2%	23%
CCOC(=O)Cn1nc(/C=C/c2ccc(C)cc2)ccc1=O	4%	28	8	38%[activator]	0%	1%	?
CC1(C)CC(=O)C(N=Nc2cc(S(=O)(=O)N3CCOCC3)ccc2Cl)=C(O)C1	9%	3	-1	1%	?	5%	53%
CCOC(=O)N1CCC(NC(=O)c2cnn3c2NC(c2ccco2)CC3C(F)(F)F)CC1 (stereo not drawn)	7%	25	4	nt	?	-3%	nt

Part of the list above, comma-delimited.
structure,LmPK inhibitor,Shiga inhibitor,CHX counter,Pf growth 96h,Pf growth 48h,TbPYK inhibitor,AmpC inh no detg
Cc1ccc(NC(=S)NCC(C)C)cc1,0%,40*,35*,22%,21%,-12%,-18%
O=c1[nH]c(CN2CCN(Cc3ccccc3)CC2)nc2scc(-c3ccccc3)c12,2%,12,-1,-11%,?,1%,-4%
CCC(=NCCN1CCNCC1)C1=C(O)CC(C)(C)CC1=O,1%,18,-1,?,-1%,0%,-24%
Cc1cc(C)n(-c2ccc(C(C)C)cc2)c(=O)c1C#N,1%,-9,-1,-13%,-18%,-3%,-9%
c1ccc(C(Cc2nc(-c3cccnc3)no2)c2ccccc2)cc1,-6%,9,-1,?,?,1%,26%
COc1ccc(/C(N)=N/OC(=O)c2ccc3c(c2)OCO3)cc1,-8%,46*,52*,9%,?,-5%,-21%
CCOC(=O)c1ccc2c(c1)C1C=CCC1C(C(=O)O)N2 (stereo not drawn),-2%,-9,-2,nt,6%,nt,-46%
Nc1nnc(SCc2cccc(C(F)(F)F)c2)s1,4%,18,11*,-27%,29%,0%,-4%
O=C(NCCOc1ccccc1Cl)c1cccc2c1C(=O)c1ccc(Cl)cc1S2(=O)=O,nt,nt,nt,38%[activator],0%,-10%,-12%
COc1ccc(C(=O)NCCS(=O)(=O)N2CCc3ccccc3C2)cc1,nt,nt,nt,18%,28%,-3%,-19%
COc1cc(CNC(C)C23CC4CC(CC(C4)C2)C3)ccc1OCC(=O)NC(C)(C)C (stereo not drawn),-2%,4,-4,-1%,10µM*,0%,75%[activator]
O=C(C1CCN(S(=O)(=O)c2cccnc2)CC1)N1CCN(c2ccccc2Cl)CC1,-2%,29,26*,-10%,?,4%,nt
N#Cc1c2n(c3c(N)ncnc13)CCCCC2,3%,13,-1,3%,3%,3%,-11%

Further records.
SMILES	LmPK inhibitor	Shiga inhibitor	CHX counter	Pf growth 96h	Pf growth 48h	TbPYK inhibitor	AmpC inh no detg
COc1ccc(OC)c(NC(=S)N2CCCC2)c1	-3%	-6	11	-17%	30%	8%	4%
COCCN(CC1CCCN(C2Cc3ccccc3C2)C1)C(=O)CCC(C)=O (stereo not drawn)	3%	12	9	-1%	3%	1%	8%
S=C(NCc1ccco1)Nc1ccc(Oc2ccc(Cl)cc2)cc1	-2%	-2	1	?	?	-2%	-54%
C/C(=N\NC(=S)NC(C)C)c1ccc2c(c1)OCCO2	1%	2	1	-29%	-10%	-14%	-30%
CC1CCCN(CCCNC(=O)CN2C(=O)COc3ccccc32)C1 (stereo not drawn)	6%	-6	1	-31%	36%	7%	-10%
CCOc1ccc(-n2c(C)nc3cc(C(=O)NCCN4CCOCC4)ccc32)cc1	-2%	19	2	?	-9%	1%	120%[activator]
COC(=O)c1sc(NC(=O)CCCn2nc([N+](=O)[O-])cc2C)c(C(=O)OC)c1C	2%	-11	-1	?	6%	4%	-19%
Cc1nn(C)cc1C(=O)Nc1ccc2c(c1)OCCO2	-2%	71*	43*	0%	114%[activator]	-23%	1%
OCC1CO1 (stereo not drawn)	nt	nt	nt	10%	13%	-5%	-21%
CCN(CC)c1ccc(/C=N/NC(=O)Nc2nonc2N)cc1	-1%	66*	57*	7%	23%	7%	-38%
COc1ccc(NS(=O)(=O)c2ccc(N/N=C/c3ccc(N4CCOCC4)cc3)c([N+](=O)[O-])c2)cc1	-10%	-7	9	?	?	3%	-11%
COc1ccc(C2C(C(=O)N3CCN(C)CC3)c3ccccc3C(=O)N2C2CCCCC2)cc1 (stereo not drawn)	1%	-8	-1	39%[activator]	?	5%	84%[activator]
COc1cc(C(=O)OCCCN2CCCN(CCCOC(=O)c3cc(OC)c(OC)c(OC)c3)CC2)cc(OC)c1OC	nt	nt	nt	-15%	9.5µM*	2%&-11%	nt
O=C(Nc1cccc2c1CCCC2)c1ccccc1F	-1%	44	22*	?	6%	8%	-12%
O=C(NCC(=O)N(c1ccc2c(c1)OCO2)C(C(=O)NC1CCCC1)c1cccs1)c1ccco1 (stereo not drawn)	-2%	20	-2	87%[activator]	-29%	5%	-14%
O=C(Cc1ccccc1)N1CCc2[nH]nc(-c3ccccc3)c2C1	3%	-3	-4	3%	-2%[0.00184 µM]	0%	-8%
COc1ccccc1C(CC(=O)Nc1ccc(Cl)cc1)c1ccc(OC(C)C)cc1 (stereo not drawn)	-3%	3	-5	?	1%	-4%	-3%
Cc1ccccc1OCCCCn1cnc2ccccc21	1%	23	16*	-11%	nt	-3%	47%
Cc1ccc(S(=O)(=O)Nc2ccc(Nc3ccccc3)cc2)cc1	2%	-2	-3	?	-34%	-15%	-47%
CCOC(=O)C1CCN(C(=O)c2cc(CN3C(=O)c4ccccc4C3=O)ccc2OCC)CC1	nt	nt	nt	2%	3%	-1%	143%[activator]
Cc1ccc(C(=O)Nc2ccccc2C(=O)NCc2cccnc2)cc1	-7%	-22	-7	10µM*	?	2%	-9%
CCc1ccc(-c2nnn(CCC#N)n2)cc1	6%	40*	29*	-14%	36%[activator]	0%	0%[11.4 µM]
O=C(CN1C(=O)NC2(CCOc3ccccc32)C1=O)Nc1cccc(Cl)c1 (stereo not drawn)	-5%	-19	1	23%	-3%	-1%	-41%
O=C(N/C(=C\c1cccs1)C(=O)N1CCOCC1)c1cccs1	4%	11	-1	39%[activator]	51%[activator]	0%	-11%
O=C(OCc1ccccc1)C1=NNC2C(=O)N(c3ccccc3)C(=O)C12 (stereo not drawn)	4%	-18	-3	22%	-8%	0%	-11%

Continuation:
SMILES	LmPK inhibitor	Shiga inhibitor	CHX counter	Pf growth 96h	Pf growth 48h	TbPYK inhibitor	AmpC inh no detg
COc1ccc(N=c2sc3ccccc3n2C)cc1	2%	50	41*	nt	232%[activator]	1%	0%
Cc1ccc(NC(=O)CSCc2ccco2)cc1	-4%	105*	23*	17%	69%[activator]	3%	-27%
O=C(NCc1cccnc1)Nc1ccc(Cl)cc1	-3%	22	18*	?	6%	-2%	0%
CC(C)(C)NC(=O)c1cc(C(C)(C)C)c(O)c(C(C)(C)C)c1	2%	3	-5	9.3µM*	?	4%	-27%
CC(=O)NC1=NN(C(C)=O)C(c2ccccc2)S1 (stereo not drawn)	-2%	20	12	-36%	11%	?	-2%
c1ccc(N2CCN(c3nc4cc5c(cc4s3)OCO5)CC2)cc1	2%	33*	53*	14%	239%[activator]	-8%	-22%
COC(=O)C(C#N)C(c1cccnc1)c1c(C)[nH][nH]c1=O (stereo not drawn)	-11%	-7	8	2%	-27%	3%	-12%
COc1ccc(OC)c(NC(=O)c2ccc(S(=O)(=O)N3CCOCC3)cc2)c1	-7%	-14	-3	9%	-5%	4%	3%
COc1ccc(CCNC(=O)C2CCN(C(=O)c3ccccc3C)CC2)cc1	-2%	-17	-3	?	8%	-1%	76%[activator]
O=C(/C=C/c1ccc(F)cc1)c1ccc(N2CCOCC2)cc1	-2%	14	4	43%[activator]	117%[activator]	-6%	-44%
CC(C)(C)C(=O)Nc1nc2c(s1)CN(Cc1ccccc1)CC2	2%	67*	44*	?	?	2%	7%
S=C=Nc1ccccn1	0%	53	27*	?	?	-17%	-24%

Some of the entries above in a different format:
| canonical_smiles | LmPK inhibitor | Shiga inhibitor | CHX counter | Pf growth 96h | Pf growth 48h | TbPYK inhibitor | AmpC inh no detg |
| --- | --- | --- | --- | --- | --- | --- | --- |
| Cn1nc(C(=O)Nc2ccc(S(=O)(=O)N3CCCCC3)cc2)c2ccccc2c1=O | -1% | -8 | 9 | 8.3µM* | ? | 0% | 40% |
| CC(OC(=O)CN1C(=O)c2ccccc2C1=O)C(=O)NC1CCCC1 (stereo not drawn) | -2% | -5 | -2 | 19% | 28% | 8% | 0% |
